SENP8 block-1: blocks the human protease SENP8 | inhibition, % at 10 µM | 330,000 tested, 1.2% active | purified SENP8, Z-RLRGG-aminoluciferin cleavage, luminescence | Q96LD8 | AID 2540; in the data active = inhibition above about 50%
HKDC1 inh: blocks human hexokinase HKDC1 activity; Q2TB90; recombinant HKDC1, G6PDH/diaphorase resazurin coupled fluorescence; inhibition, % at 20 µM; 340,000 tested, 0.16% active;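 active = inhibition above about 35% when tested at 20 µM, limit read from the data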;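 note: plate controls were DMSO wells with enzyme for no effect and DMSO wells lacking enzyme for full effect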
Target sequence (Q2TB90 whole entry, looked up): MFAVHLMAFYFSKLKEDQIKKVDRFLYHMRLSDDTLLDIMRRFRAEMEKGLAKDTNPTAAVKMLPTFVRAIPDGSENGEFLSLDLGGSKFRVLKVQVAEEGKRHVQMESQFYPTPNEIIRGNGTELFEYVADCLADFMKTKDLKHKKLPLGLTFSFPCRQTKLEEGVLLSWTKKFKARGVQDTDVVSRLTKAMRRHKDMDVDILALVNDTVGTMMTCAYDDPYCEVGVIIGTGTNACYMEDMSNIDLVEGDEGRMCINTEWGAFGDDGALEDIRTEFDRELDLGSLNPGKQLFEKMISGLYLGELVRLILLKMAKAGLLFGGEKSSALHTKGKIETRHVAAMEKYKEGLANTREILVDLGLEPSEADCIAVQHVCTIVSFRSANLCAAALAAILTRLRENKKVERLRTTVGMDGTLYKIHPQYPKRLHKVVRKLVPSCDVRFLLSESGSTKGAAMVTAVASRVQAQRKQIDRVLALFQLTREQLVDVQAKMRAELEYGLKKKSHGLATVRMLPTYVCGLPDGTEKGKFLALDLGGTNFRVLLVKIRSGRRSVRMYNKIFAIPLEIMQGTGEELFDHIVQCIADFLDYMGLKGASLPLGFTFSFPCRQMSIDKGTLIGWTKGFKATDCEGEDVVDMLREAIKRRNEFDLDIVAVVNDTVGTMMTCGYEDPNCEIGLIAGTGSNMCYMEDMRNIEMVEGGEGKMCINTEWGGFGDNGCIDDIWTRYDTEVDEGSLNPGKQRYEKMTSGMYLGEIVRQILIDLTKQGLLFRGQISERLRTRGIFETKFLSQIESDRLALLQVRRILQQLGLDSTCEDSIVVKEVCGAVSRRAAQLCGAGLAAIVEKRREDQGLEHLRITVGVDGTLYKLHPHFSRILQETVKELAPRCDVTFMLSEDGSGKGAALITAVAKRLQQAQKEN
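Assay system: recombinant HKDC1 hexokinase; detection: coupled resazurin fluorescence, excitation 525 nm, emission 613 nm; benchmarks: DMSO-plus-enzyme-mix negative control, buffer-substituted positive control; compound dosing: single 20 µM dose; schedule: 90 min at room temperature in dark; also added: glucose plus 1 mM ATP as hexokinase substrates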
UBC13 polyUb: human UBC13 polyubiquitination inhibition; UBC13 polyubiquitin chain formation, TR-FRET; inhibition, % at 20 µM; 330,000 tested, 0.47% active; in the data active = inhibition above about 45%, passing the limit was not always enough
Target sequence (P61088 whole entry, looked up): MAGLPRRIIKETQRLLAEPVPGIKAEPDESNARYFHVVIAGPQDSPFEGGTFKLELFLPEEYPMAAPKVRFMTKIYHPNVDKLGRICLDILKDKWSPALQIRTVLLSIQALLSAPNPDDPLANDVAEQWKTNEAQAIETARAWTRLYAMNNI
SENP6 block: blocks the human protease SENP6 | Q9GZR1 | Recombinant SENP6 catalytic domain, aminoluciferin luminescence | inhibition, % at 10 µM | 330,000 tested, 1.8% active;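 active = inhibition above about 50% at the single tested dose, limit read from the data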;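 note: plate controls were DMSO wells with enzyme for no effect and DMSO wells lacking enzyme for full effect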
SENP7 block: inhibitors of human SENP7 protease; Q9BQF6; recombinant SENP7, Z-RLRGG-aminoluciferin luminescence, 40 min; inhibition, % at 5 µM; 330,000 tested, 1.5% active; AID 434973;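 active = inhibition above about 50% at the single test dose, limit read from the data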;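 note: plate controls were DMSO with enzyme for no effect and no enzyme buffer wells for full effect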
PfG6PD inh: PfG6PD (Plasmodium falciparum) enzyme inhibition; inhibition, % at 20 µM; PfGluPho enzyme, NADPH resazurin-diaphorase fluorescence; 350,000 tested, 0.78% active;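 active = inhibition reaching at least a set limit at 20 µM in the primary screen, cut at about 59% in these data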;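 note: 0% = DMSO wells with substrate and 100% = DMSO wells lacking glucose-6-phosphate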
SENP1 inh: blocks the human SENP1 SUMO protease catalytic domain; inhibition, % at 10 µM; recombinant SENP1 catalytic domain, CyPet-SUMO1-YPet FRET cleavage; Q9P0U3; 360,000 tested, 0.21% active; AID 624204;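 active = inhibition at least 30% at 10 µM, raw YFP signal under a set limit, fluorescence ratio 0.5 to 1.5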;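 note: 0% = enzyme with DMSO and 100% = no enzyme wells; some results filed as inactive read as strong as hits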
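Material: hSENP1 catalytic domain, recombinant; medium: Tris pH 8 with BME, BSA, NP40 and catalase; compound: single concentration of 10 µM compound, 0.5% DMSO final; technique: FRET read of cyan and yellow fluorescence; timing: 50 min enzyme reaction, room temperature, light-protected; reagent: SFCypet-SUMO1-SFYpet substrate at 25 nM; control set: no-enzyme low, enzyme-DMSO high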
SENP8 block-2: blocks human SENP8 cleavage of Nedd8 substrate | Q96LD8 | recombinant SENP8, Nedd8 substrate fluorescence | inhibition, % at 20 µM | 360,000 tested, 0.64% active | AID 602440; in the data active = inhibition mostly above about 40%, no sharp cut-off; inactive = mostly below about 27%
beta cell repl: inducers of beta-cell replication in MIN6 cells | MIN6 cells proliferation, ATPlite luminescence, 48 h; cells starved in 0.2% serum; 100% = growth in 10% serum | proliferation, % at 10 µM | 330,000 tested, 0.29% active;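 active = compounds whose signal lies at least 3.5 SD above the mean of all wells on their plate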;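 note: 0% = DMSO-treated cells in low-serum medium and 100% = 10% serum control; some compounds called inactive have numbers as strong as hits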
The depositor's hits bear a star; x = not tested or not shown.

mol | SENP8 block-1 | SENP7 block | SENP1 inh | SENP6 block | beta cell repl | PfG6PD inh | SENP8 block-2 | HKDC1 inh | UBC13 polyUb
COc1ccc(OC)c2sc(NC(=O)C3CC3)nc12 | -6 | 2 | 1 | 6 | 3 | 18 | -23 | -3 | 11
CN(C)C1=NC(=O)/C(=C/c2ccc(-c3ccc(S(N)(=O)=O)cc3)o2)S1 | -7 | -11 | x | -12 | -2 | x | x | x | -18
O=C(c1cc(Br)ccc1OC(F)F)N1CCN2CCCC2C1 (stereo not given) | -6 | 5 | -1 | -6 | 4 | 1 | 13 | -5 | 1
Cc1nccn1CCCNC(=O)CC1C(=O)NCCN1Cc1ccccc1C(F)(F)F (stereo not given) | 4 | 6 | 0 | -5 | -2 | -1 | -41 | -3 | 22
COc1ccccc1NC(=S)N(CCN1CCCCCC1)Cc1cccs1 | -9 | -5 | 1 | -21 | -4 | 15 | 29 | -6 | 7
COc1ccc(CCNC(=O)C2CC3Cn4c(nc5ccccc54)C3N2c2ccccc2)cc1 (stereo not given) | -2 | 8 | -7 | -3 | -4 | -3 | 10 | 4 | 4
CNC(=O)CN1C(=O)C2C3C=CC(C3)C2C1=O (stereo not given) | -2 | 4 | 1 | 2 | -3 | -12 | 13 | -6 | -2
COc1cc(/C=N/Nc2ccc(C(F)(F)F)cn2)cc(OC)c1O | 3 | -4 | 28 | -5 | 4 | 41 | -187 | -6 | 0
CCOP(=O)(c1ccccc1)C1(C#N)CCCC1 (stereo not given) | 7 | 6 | 1 | -9 | -1 | -5 | 11 | 4 | 1
CC(=O)c1ccc(NC(=O)C2=CC(c3cccs3)=NS(=O)(=O)N2C)cc1 | -8 | -2 | -2 | -3 | -1 | -1 | -11 | -2 | 4

In another format: entries from further up
> COc1ccccc1NC(=S)N(CCN1CCCCCC1)Cc1cccs1
  SENP8 block-1: -9
  SENP7 block: -5
  SENP1 inh: 1
  SENP6 block: -21
  beta cell repl: -4
  PfG6PD inh: 15
  SENP8 block-2: 29
  HKDC1 inh: -6
  UBC13 polyUb: 7
> COc1ccc(CCNC(=O)C2CC3Cn4c(nc5ccccc54)C3N2c2ccccc2)cc1 (stereo not given)
  SENP8 block-1: -2
  SENP7 block: 8
  SENP1 inh: -7
  SENP6 block: -3
  beta cell repl: -4
  PfG6PD inh: -3
  SENP8 block-2: 10
  HKDC1 inh: 4
  UBC13 polyUb: 4
> CCOP(=O)(c1ccccc1)C1(C#N)CCCC1 (stereo not given)
  SENP8 block-1: 7
  SENP7 block: 6
  SENP1 inh: 1
  SENP6 block: -9
  beta cell repl: -1
  PfG6PD inh: -5
  SENP8 block-2: 11
  HKDC1 inh: 4
  UBC13 polyUb: 1

(continued)
mol | SENP8 block-1 | SENP7 block | SENP1 inh | SENP6 block | beta cell repl | PfG6PD inh | SENP8 block-2 | HKDC1 inh | UBC13 polyUb
O=Cc1c(Cl)cccc1Cl | 9 | -1 | 1 | 2 | -1 | 20 | 11 | 3 | 1
CCN(CC)S(=O)(=O)c1cc([N+](=O)[O-])ccc1N=Nc1c(O)n(C)c2ccccc12 | -11 | -4 | 39* | -2 | 0 | 7 | 14 | -10 | -24
CC1(C)Oc2ccc3ccc(=O)oc3c2C(/C=N/O)C1=O (stereo not given) | 0 | 1 | 2 | 3 | 1 | -5 | -105 | 3 | -4
CCOC(=O)C1C2C=CC3(CN(Cc4cccs4)C(=O)C13)O2 (stereo not given) | 2 | -5 | 2 | -1 | 2 | -14 | 45* | 0 | 0
c1ccc(-c2sc3ccccc3c2-c2ccc(OCCN3CCCC3)cc2)cc1 | -18 | 2 | -1 | -25 | -6 | -8 | -82 | 5 | 82*
COc1ccc([C@@H]2Sc3ccccc3N(CCN(C)C)C(=O)[C@@H]2OC(C)=O)cc1 | -3 | -9 | 1 | 13 | -4 | 11 | 7 | -6 | -13
O=C1OC(Oc2ccccc2)(c2ccccc2)c2ccccc21 (stereo not given) | -7 | -12 | 2 | -2 | -3 | 16 | 2 | -1 | -12
Nc1ccc(C(=O)N/N=C/c2cn(Cc3cccc(F)c3)c3ccccc23)cc1 | -4 | -2 | -4 | 1 | 0 | 2 | -291 | 10 | 11
CSCC[C@H](NC(=O)Nc1cccc(C(F)(F)F)c1)C(=O)O | 5 | -6 | 2 | -2 | 2 | -8 | 21 | -9 | 3
COc1ccc(/C=C2\CCn3c2nc2cc(C(=O)O)ccc2c3=O)cc1 | 5 | 6 | 3 | 2 | -2 | 5 | -261 | 5 | -2
CC(=O)n1cc(/C=C2/N=C(c3ccccc3)OC2=O)c2ccccc21 | -13 | -3 | -107 | -4 | 0 | 3 | -26 | -5 | -18
CC(C)=NNc1nc(-c2ccc(N3C(=O)CCC3=O)cc2)cs1 | 3 | 4 | 4 | -10 | -2 | 10 | -17 | -2 | 1
COc1ccc(C(=O)Nc2cc(C(C)=O)c(/C=C/N(C)C)oc2=O)cc1 | -8 | -6 | -33 | 11 | -1 | 1 | 6 | 0 | -110
O=C(OCc1cc(Cl)ccc1OC(F)F)c1cccnc1 | 2 | -5 | 13 | -16 | 0 | -5 | 2 | -9 | 7
COc1ccc2[nH]c3c(c2c1)CCN1C(=O)N([C@@H](C)C(=O)NC2CC2)C(=O)[C@]31C | 11 | -2 | -14 | -13 | 1 | 16 | -15 | 2 | 3
O=c1[nH]c(CN2CCCC2)nc2sc3c(c12)CCC3 | -7 | -3 | -6 | -16 | 2 | -4 | -373 | 1 | 17
Cc1nn(-c2ccccc2)c2sc(C(=O)N(CC(=O)NC3CCCC3)Cc3ccco3)cc12 | x | x | 3 | x | x | -8 | -19 | 0 | x
COc1cccc(/C=C/C(=O)NCc2cn3cc(Cl)ccc3n2)c1 | -7 | 9 | 1 | 11 | 0 | -6 | -22 | -4 | 0
CCN1C(=O)C(CC(=O)NC2CCCCC2)N(CC)C1=O (stereo not given) | 2 | 7 | 0 | 2 | 0 | -12 | 20 | -5 | 0
O=C(CCSc1nc(-c2ccc3c(c2)OCO3)cc(C(F)(F)F)n1)NCc1ccco1 | -9 | 2 | 1 | 1 | -2 | 1 | -381 | 3 | 7
CNC(=S)NNC(=O)c1oc2nc(-c3ccccc3)cc(-c3ccco3)c2c1N | 3 | -3 | -32 | 25 | -1 | -3 | -318 | -5 | -17
Cc1sc2nc(CSc3ccccc3)nc(N3CCC(C(N)=O)CC3)c2c1C | 0 | 3 | -1 | -29 | -4 | 10 | -3 | -3 | 13
COCCN(Cc1ccccc1)C(=O)c1cccc(S(=O)(=O)N2CCN(c3ccc(F)cc3)CC2)c1 | 8 | -5 | -9 | -3 | -4 | 10 | 9 | 1 | 1
CC(C)N1C(=O)S/C(=C/c2ccccc2OCc2ccc(C(=O)O)cc2)C1=O | -3 | 5 | 1 | 3 | -4 | -25 | -40 | -3 | -17
Cc1ccc(S(=O)(=O)NCCC(=O)NNC(=O)COc2ccccc2Cl)cc1C | -4 | -4 | 3 | -17 | -4 | -9 | 4 | -1 | -5
CCOC(=O)NNC(=O)NCCCCCCNC(=O)NNC(=O)OCC | -2 | 3 | 3 | -7 | -3 | -16 | 9 | 2 | 8
CCOc1ccc(C2CC(=O)NC2=O)cc1 (stereo not given) | 1 | -5 | 0 | -4 | -2 | -4 | 15 | -2 | 5
CCOC(=O)[C@@H]1[C@H]2COc3cc(OC)ccc3[C@H]2N2C(=O)N(c3cccc(F)c3)C(=O)[C@]12C | -16 | -11 | 1 | -9 | -3 | 11 | 8 | 1 | -7
COc1ccc(OC)c(-c2nnc(SCC(=O)N3CCOCC3)o2)c1 | -3 | 4 | 2 | -6 | -2 | 2 | -64 | -4 | -1
CC1CCN(C(=O)COC(=O)C2CCN(S(=O)(=O)c3ccc4c(c3)OCCO4)CC2)CC1 | -1 | 0 | 0 | -8 | 0 | -4 | 9 | -7 | 4
COc1cc(C(c2c(C)[nH][nH]c2=O)c2c(C)[nH][nH]c2=O)ccc1OC(C)C | -12 | -9 | 3 | -16 | -2 | 27 | 29 | 6 | -23
O=C(Cc1cccs1)N1CCN(c2cccc(Cl)c2)CC1 | -2 | 4 | -1 | -2 | -3 | -10 | 2 | -1 | 6
C=CC[n+]1c(-c2ccc(OCC)cc2)csc1NNC(=O)Nc1ccccc1 | -6 | -6 | -16 | -9 | -4 | 30 | 13 | -2 | -2
S=C(NCC1CCCO1)Nc1cccc(Cl)c1 (stereo not given) | 3 | -3 | 4 | 15 | 1 | 2 | 5 | -6 | -5
COc1ccc(NC(=O)C2c3cc(OC)c(OC)cc3C(=O)N(C)C2c2cccnc2)cc1OC (stereo not given) | 4 | 4 | 0 | 2 | -3 | 0 | 20 | -5 | 5
O=C(O)CCC(=O)NNc1ncnc2ccccc12 | -3 | 15 | 2 | -1 | -2 | 9 | -28 | -7 | -14
COc1cc(/C=C2\SC(=S)N(CCC(=O)N3CCCCC3)C2=O)cc(OC)c1OC | -6 | -6 | 24 | -13 | -3 | 10 | 9 | 1 | -10
OCCNC(=S)Nc1cccc(Cl)c1Cl | 0 | 6 | 2 | -13 | -3 | 5 | 12 | -6 | 4
Cc1csc(NC(=O)Nc2ccc(Cl)cc2)n1 | 1 | -14 | 3 | -13 | -3 | 8 | -4 | -2 | -4
N#Cc1ccc(C(=O)NC2CCCCCCC2)cc1 | -10 | -5 | -1 | 5 | -3 | -11 | 9 | 3 | -13
O=C1CCC(=O)N1CNc1cccnc1 | 1 | -1 | 0 | -10 | 0 | -8 | 22 | 1 | 6
COc1cccc(OC)c1C(=O)Nn1c(-c2cccc(C)c2)nc2ccccc2c1=O | 0 | 2 | 0 | -20 | -1 | -11 | -2 | -15 | 14
CC(N=C1CC(C)(C)CC(=O)/C1=C(/O)CCCN1C(=O)c2ccccc2C1=O)C(=O)O (stereo not given) | -8 | -3 | 3 | -20 | -1 | 8 | 20 | -4 | -3
CCc1ccc(NC(=S)N(CCC(C)C)C2CCN(C(C)=O)CC2)cc1 | -4 | 3 | 4 | 3 | -3 | 13 | 9 | -4 | 2
CN1N=C(C(C)(C)C)CSC1=Nc1ccccc1 | 0 | -5 | -1 | -2 | -2 | 3 | 24 | -1 | 10
O=C(N/N=C/c1cccs1)c1cccc(S(=O)(=O)Nc2ccc(Cl)cc2)c1 | -6 | -5 | 3 | -4 | -1 | 6 | -6 | -11 | -22
COc1ccc(CC(=O)Nc2ccc(F)c(F)c2F)cc1S(=O)(=O)N1CCOCC1 | 0 | -5 | 5 | -4 | -1 | 5 | 17 | 0 | 9
Cc1c(OCC(=O)N2CCC(C(=O)O)CC2)ccc2c3c(c(=O)oc12)CCC3 | -5 | -3 | 0 | -20 | -1 | -14 | -196 | -5 | 1
COc1cc(/C=N/Nc2nc(Nc3ccccc3)nc(N3CCOCC3)n2)ccc1OC(=O)c1ccco1 | 5 | 5 | 4 | 5 | -6 | 27 | 23 | -10 | -2
O=C(OCc1nnc(-c2ccccc2)o1)c1cc([N+](=O)[O-])ccc1Cl | 1 | 1 | 0 | 15 | 0 | -10 | 11 | -4 | 12
CC(OC(=O)CCCc1nc2ccccc2s1)C(=O)NC(N)=O (stereo not given) | -6 | 5 | 3 | 9 | 0 | 1 | 34 | -3 | 1
